Screening data: PubChem BioAssay, National Center for Advancing Translational Sciences (NCATS)
RXFP1 ag = agonists of human relaxin receptor RXFP1. Potency, µM (doses to about 57.5 µM), for the others: at the highest dose activation, actives largely listed as activators. HEK293T-RXFP1 cAMP TR-FRET, 30 min; response scale: percent of porcine relaxin response, buffer zero. Q9HBX9. 0.3% of 370,000 active. AID 2676; also: potency is read from the fitted curve at half-maximal effect; % is scaled to controls: 0 for no effect and ±100 for the full control effect; nearly all actives have a fitted effect of over 60% in size; many of its hits are not listed in these tables
Target sequence (Q9HBX9 whole entry, looked up): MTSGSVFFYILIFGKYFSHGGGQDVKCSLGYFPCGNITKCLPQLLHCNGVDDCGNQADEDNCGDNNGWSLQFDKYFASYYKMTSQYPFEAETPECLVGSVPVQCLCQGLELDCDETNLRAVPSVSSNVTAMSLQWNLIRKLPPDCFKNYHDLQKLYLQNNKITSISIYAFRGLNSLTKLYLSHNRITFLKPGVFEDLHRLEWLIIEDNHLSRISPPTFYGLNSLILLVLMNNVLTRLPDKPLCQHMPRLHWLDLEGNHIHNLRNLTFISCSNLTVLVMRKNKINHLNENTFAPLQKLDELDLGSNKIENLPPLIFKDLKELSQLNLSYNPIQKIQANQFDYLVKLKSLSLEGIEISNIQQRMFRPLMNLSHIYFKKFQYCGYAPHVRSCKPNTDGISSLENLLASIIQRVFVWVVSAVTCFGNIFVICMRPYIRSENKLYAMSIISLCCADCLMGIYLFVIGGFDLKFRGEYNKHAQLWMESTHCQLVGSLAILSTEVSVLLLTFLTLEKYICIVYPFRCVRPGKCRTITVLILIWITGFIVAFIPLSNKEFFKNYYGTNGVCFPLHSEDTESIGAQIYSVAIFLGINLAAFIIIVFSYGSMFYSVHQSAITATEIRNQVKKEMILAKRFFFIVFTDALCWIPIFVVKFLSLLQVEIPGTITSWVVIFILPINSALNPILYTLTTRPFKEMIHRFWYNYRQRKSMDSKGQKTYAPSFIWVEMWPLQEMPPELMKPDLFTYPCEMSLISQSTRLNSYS
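HEK293 cells stably expressing RXFP1, treated 30 min at 37C with compounds plus PDE4 inhibitor Ro 20174; cAMP measured by HTRF TR-FRET. Normalized to buffer and 29 nM porcine relaxin; EC50 by Hill fit.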
D2 PAM = D2 dopamine receptor (human) potentiation; P14416; HEK293 T-REx D2, calcium flux, EC20 dopamine potentiation; potentiation, % at 10 µM; 0.34% of 340,000 active; AID 485347;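 active = potentiation over 3 SD above the plate norm, cut at about 30% in these data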; also: 0% is about no effect
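Calcium flux readout, no-wash dye, 1 read/s. Inducible HEK293 Trex D2 line, overnight 30 C. Compound alone 180 s (agonist flags), then EC20 dopamine, another 180 s to score potentiation.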
TRHR enhancer = allosteric enhancers of human TRH receptor | P34981 | TRHR cells, fluo-8 calcium fluorescence, EC20 TRH enhancement | enhancement, % at 2 µM | 0.66% of 360,000 active; in the data active = enhancement above about 30%; also: 0% is about no effect
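TRHR-expressing cells loaded with fluo-8 calcium dye were read kinetically (ex 480/em 530) during compound addition, then stimulated with an EC20 of TRH (10 nM final). Enhancement of the Gq-mediated intracellular calcium response was scored.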
D1 antagonist = antagonists of human D1 dopamine receptor. P21728. HEK293 TREx D1 cells, calcium flux, dopamine EC80; stronger effect = lower value. activity change, negative = inhibition, % at 10 µM. 3.2% of 360,000 active; in the data active = activity change below about -30%; also: % is scaled to controls: 0 for no effect and ±100 for the full control effect
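Calcium flux readout: force-coupled, inducible Hek293 Trex D1 line, cells induced overnight at 30 C with tetracycline, dye-loaded 30–90 min at RT. Antagonism scored against EC80 dopamine challenge given 180 s after compound.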
Anesthetic bind = candidate novel general anesthetic via apoferritin binding; Potency, µM (titrated, usually from 77.5 µM), inactives show at the top dose activity change, negative = displacement, most hits filed as inhibitors; P02791; 0.074% of 350,000 active; apoferritin/1-aminoanthracene competitive binding, fluorescence; also: potency is read from the fitted curve at half-maximal effect; % is scaled to controls: 0 for no effect and ±100 for the full control effect; nearly all actives have a fitted effect of over 20% in size
Target sequence (P02791 2-175 limits assumed): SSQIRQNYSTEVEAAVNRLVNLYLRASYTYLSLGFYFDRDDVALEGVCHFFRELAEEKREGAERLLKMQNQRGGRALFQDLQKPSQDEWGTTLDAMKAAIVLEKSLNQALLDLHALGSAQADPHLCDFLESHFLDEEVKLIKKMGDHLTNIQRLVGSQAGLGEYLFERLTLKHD
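Horse-spleen apoferritin (10 uM) in 50% saturated 1-aminoanthracene in PBS was incubated 10 min at room temperature with compound. Fluorescence (ex 380, em 535 nm) was normalized to free and bound 1-AMA, with concentration-response fitted by a four-parameter Hill equation.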
TRHR ag = TRH receptor (human) agonism; 0.18% of 360,000 active; TRHR cells, calcium flux fluo-8, FDSS agonist mode; activation, % at 2 µM; in the data active = activation above about 30%; also: 0% is about no effect
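TRHR-expressing cells loaded with fluo-8 calcium dye; 23 nL library compound pin-transferred, kinetic FDSS fluorescence (Ex 480/Em 530) recorded about 180 s for agonist-induced calcium release, before a 10 nM TRH EC20 addition for potentiator mode.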
RXFP1 antagonist = blocks the human relaxin receptor RXFP1. activity change, negative = inhibition, % at 57.5 µM. HEK293-RXFP1, relaxin-stimulated cAMP HTRF, 30 min; stronger effect = lower value. AID 1259400. Q9HBX9. 0.59% of 350,000 active;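 active = activity change of -60% or lower, but not beyond a set lower limit; inconclusive = change between -60% and -40%, or beyond the set limit; inactive = change above -40%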; also: % is scaled to controls: 0 for no effect and ±100 for the full control effect
D1 potentiator = human D1 dopamine receptor positive modulation | AID 504651 | 0.036% of 360,000 active | potentiation, % at 10 µM | HEK293 TREx D1 cells, calcium flux, dopamine EC20 potentiation | P21728; in the data active = potentiation above about 30%; also: 0% is about no effect
D1 agonist = agonists of human D1 dopamine receptor; P21728; HEK293 T-REx D1 cells, calcium flux, agonist mode; activation, % at 2 µM; 1% of 360,000 active; AID 504660; in the data active = activation above about 30%; also: 0% is about no effect
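Tetracycline-induced HEK293 TREx D1 cells, force-coupled to calcium signalling, were dye-loaded with a no-wash calcium kit. Compound was pin-added after a 10 s baseline. Fluorescence was read kinetically at 1 cycle/s for 180 s, with calcium rises flagged as agonism.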
An asterisk follows results filed as active; u = inconclusive; x = no result given; [ ] = remark or other dose. Unless noted, calls follow the shape of the dose curve; as a rule, active = well fitted curve in the direction sought with a large enough effect; inconclusive = small, poorly fitted or top-dose-only effect, or another doubt; inactive = no such curve, though single readings can be large; an effect the other way counts as inactive or inconclusive.

SMILES | RXFP1 ag | D2 PAM | TRHR enhancer | D1 antagonist | Anesthetic bind | TRHR ag | RXFP1 antagonist | D1 potentiator | D1 agonist
CC1CCN(CC(C)OC(=O)c2ccco2)CC1 (configuration not stated) | 3.7% | -11 | -2 | -4 | 6% | 1.6 | 6 | 8 | 12
O=C(Nc1ccc(CN2CCCCC2)cc1)Nc1ccc(Br)cc1Cl | 4.9% | -6 | -4 | -5 | -4% | 0.3 | -9 | -6 | 9
Cc1ccc2oc(=O)n(CC(=O)OC(C)C)c2c1 | 0.7% | 2 | -4 | -9 | -15% | -0.3 | -9 | -1 | -1
Cc1ccc(C)c(S(=O)(=O)c2nnn3c2nc(NCc2ccc4c(c2)OCO4)c2sccc23)c1 | 1.2% | 4 | 15 | 8 | -10% | 0.7 | -19 | -4 | 6
Cc1cnc(NC(=O)C2COc3ccccc3O2)s1 (configuration not stated) | 0.3% | 20 | 10 | 5 | u | 0.7 | 5 | 1 | 0
NC(=S)NNC(=O)c1cccc(Br)c1 | 2.0% | 1 | -2 | -7 | -1% | -0.2 | x | -1 | 3
Cn1nnc2cc(C(=O)N3CCC(c4ccccc4)C3)ccc21 (configuration not stated) | 2.9% | 103* | 0 | 2 | 3% | 0.1 | 7 | 0 | 1
CCOC(=O)CC(c1ccc([N+](=O)[O-])cc1)n1c(C)ccc1C (configuration not stated) | 1.6% | -10 | 6 | x | -19% | -0.1 | -9 | 1 | 0
COc1ccc(N2CCN(C(=O)Cn3c(=O)c4cccn4c4cccnc43)CC2)cc1 | 3.9% | 12 | -9 | -8 | -6% | -0.3 | -3 | -5 | 5
Cc1cccc(NC(=O)CCC(=O)N/N=C/c2cccnc2)c1 | 0.1% | -2 | -4 | 3 | -4% | 2.2 | 11 | 2 | 0
Cc1cccc(C(=O)c2cn[nH]c2-c2ccc(C)cc2O)c1 | -3.7% | -7 | 3 | 7 | -10% | 0.0 | -4 | -2 | 0
Cc1nc2nc(-c3ccc(F)cc3)cn2nc1C | 20% | 2 | -10 | -1 | 967%[activator] | 0.6 | 13 | 3 | -1
Oc1c(C(c2ccco2)N2CCOCC2)sc2ncnn12 (configuration not stated) | -1.3% | 3 | 8 | -5 | 0% | -0.4 | 5 | -1 | 1
Cc1c(C(=O)N2CCN(C3CCS(=O)(=O)C3)CC2)oc2ccc(Cl)cc12 (configuration not stated) | 2.8% | 19 | 3 | 2 | x | 0.6 | -8 | -4 | -1
CCCn1c(SCc2nc3ccccc3s2)n[nH]c1=O | 4.8% | -5 | -3 | 2 | -13% | 0.5 | 8 | 0 | 10
Cc1ccc(Sc2nc(-c3ccccc3)nnc2C(F)(F)F)cc1 | 0.5% | 6 | -1 | -2 | -3% | 0.1 | 0 | 2 | 3
COc1ccccc1CN1C(=O)CN(C2CCCC2)C(=O)C1c1ccc(F)cc1 (configuration not stated) | 2.6% | 2 | -4 | -4 | -20% | -1.5 | 5 | -2 | 3
O=C1CSC(c2cccnc2)N1Cc1ccc(Cl)cc1 (configuration not stated) | 0.7% | -3 | 0 | 6 | 8% | 0.1 | 16 | 1 | 0
COc1ccc(OC)c(S(=O)(=O)NCc2cn3c(C)csc3n2)c1 | -0.2% | -20 | 1 | -1 | 4% | 0.6 | 6 | -2 | 2
Cc1noc(C)c1COC(=O)c1ccccc1NC(=O)Cc1ccccc1 | 1.3% | -8 | 0 | 10 | -8% | 0.0 | 0 | -3 | 7
CC(=O)c1sc(NC(=O)c2cc(S(=O)(=O)N3CCOCC3)ccc2F)nc1C | 4.9% | -1 | -11 | -10 | x | -0.2 | -8 | -4 | 3
COc1ccc(C(=O)OCC(=O)Nc2ncc([N+](=O)[O-])s2)cc1OC | 2.5% | -2 | 2 | -10 | x | 0.8 | 3 | -2 | 5
CCC(C)(C#CCN1CCCCC1)OCCC#N (configuration not stated) | 3.2% | -9 | -3 | -15 | 1% | 0.2 | -13 | -4 | 4
CCCN1Cc2cccc(C(=O)NC(CC(=O)OCC)c3ccc(OCC)c(OC)c3)c2C1=O (configuration not stated) | -0.1% | 7 | 0 | 10 | -20% | -0.6 | 5 | -7 | 2
COc1ccc(/C=C(\C#N)c2nc3ccc(C)cc3[nH]2)cc1Oc1ccc(C(F)(F)F)cc1[N+](=O)[O-] | 9.1% | -1 | 5 | -11 | -11% | 4.9 | -10 | -6 | 1

Of the compounds above, these contain a furan ring, fused or not.
SMILES | RXFP1 ag | D2 PAM | TRHR enhancer | D1 antagonist | Anesthetic bind | TRHR ag | RXFP1 antagonist | D1 potentiator | D1 agonist
CC1CCN(CC(C)OC(=O)c2ccco2)CC1 (configuration not stated) | 3.7% | -11 | -2 | -4 | 6% | 1.6 | 6 | 8 | 12
Oc1c(C(c2ccco2)N2CCOCC2)sc2ncnn12 (configuration not stated) | -1.3% | 3 | 8 | -5 | 0% | -0.4 | 5 | -1 | 1
Cc1c(C(=O)N2CCN(C3CCS(=O)(=O)C3)CC2)oc2ccc(Cl)cc12 (configuration not stated) | 2.8% | 19 | 3 | 2 | x | 0.6 | -8 | -4 | -1

Other structures follow:
SMILES | RXFP1 ag | D2 PAM | TRHR enhancer | D1 antagonist | Anesthetic bind | TRHR ag | RXFP1 antagonist | D1 potentiator | D1 agonist
CCN(CC)c1ccc(C(=O)NCc2ccc3c(c2)CCN3C(=O)c2ccccc2)cc1 | 0.0% | 1 | -10 | -3 | -16% | -0.4 | -30 | 1 | 1
Cc1cc(-c2ccccc2)nc(SCc2ccc(C(=O)O)o2)n1 | -1.0% | -4 | 3 | -4 | -5% | -0.9 | -11 | 3 | 1
Cc1cc2[nH]c(=S)[nH]c2cc1C | 2.4% | 3 | -3 | -16 | -7% | -0.1 | -15 | 2 | 2
Cc1ccc(S(=O)(=O)N(C)CC(=O)N2CCCC2)cc1 | -0.6% | -6 | -1 | -15 | 1% | 0.2 | x | -5 | -1
Cc1cc(C)n2cc(CSCc3ccccc3)nc2n1 | 6.0% | 22 | 5 | 3 | -2% | -1.0 | 0 | -5 | 1
Cc1ccccc1NC(=O)c1ccc(F)c(S(=O)(=O)N2CCCCC2)c1 | 0.7% | 3 | -2 | 17 | -21% | 0.0 | 1 | -6 | 6
O=C(Nc1cccc(S(=O)(=O)N2CCCC2)c1)c1cc(-c2ccccn2)nc2ccccc12 | 3.4% | x | -2 | 12 | -14% | -0.1 | 14 | 2 | 0
CC(C)=CCN1CCN(Cc2ccc(N3CCNC3=O)cc2)CC1CCO (configuration not stated) | 0.2% | -3 | -7 | 10 | -8% | 0.5 | 1 | 3 | 1
Cn1c(COc2ccccc2)nnc1SCC(=O)Nc1ccc(N2CCOCC2)cc1 | 1.3% | 9 | 13 | 1 | -8% | -0.4 | -3 | -4 | 0
COc1ccc(-c2csc(N3CCN(C(=O)c4ccccc4)CC3)n2)cc1 | -0.3% | 12 | 3 | -14 | 0% | 0.1 | -24 | -6 | 2
CCOc1cc(C2C3=C(CC(C)(C)CC3=O)N(CCCOC)C3=C2C(=O)CC(C)(C)C3)ccc1O | -0.2% | 5 | 0 | 2 | -12% | -0.5 | 2 | 0 | 1
Cc1ccccc1OCc1ccc(C(=O)N2CCOCC2)o1 | -1.9% | 11 | -6 | 0 | 3% | -1.6 | -7 | 14 | 3
CCOC(=O)C1CCCN(C(=O)c2cccc(S(=O)(=O)N3CC(C)OC(C)C3)c2)C1 (configuration not stated) | 0.3% | x | -4 | -10 | -7% | 0.1 | -2 | -3 | 0
CCOc1cc(CN2CCN(c3ncccn3)CC2)ccc1OC | -1.8% | -36 | 7 | -21 | -1% | 0.6 | -13 | 18 | -2
CC(=O)Oc1ccc(C(=O)[C@H]2[C@H]3C(=O)N(c4ccc5ccccc5c4)C(=O)[C@H]3[C@@H]3C=CC=NN32)cc1 | 0.5% | 10 | 13 | -1 | -7% | -0.2 | -16 | -9 | 4
COCC1CCCN(C(=O)c2cc(COc3cncc(Cl)c3)on2)C1 (configuration not stated) | 0.4% | -4 | -6 | -13 | -12% | 0.9 | -2 | -10 | 8
COc1ccc(-c2c(-c3cc(OC)cc(OC)c3)n(C)c3ccc(-c4ccn[nH]4)cc23)cc1 | 4.3% | 11 | 6 | x | x | -0.7 | x | 2 | 1
COc1cc(/C=C2\C(C)=C(C#N)c3nc(N)c(C#N)c(C)c32)ccc1OCC(=O)O | 4.7% | 6 | -7 | -57* | -1% | 1.5 | 0 | -4 | 4
Cc1nn(CCC#N)c(NC(=O)c2ccc(Cl)cc2)c1P(=O)(Nc1ccc([N+](=O)[O-])cc1)N1CCOCC1 (configuration not stated) | -0.6% | -10 | 4 | -7 | -12% | 0.2 | 15 | 2 | -3
CCC(Sc1ccc(Cl)cc1)C(=O)Nc1nnc(-c2cccc([N+](=O)[O-])c2)s1 (configuration not stated) | -1.3% | 2 | 6 | 27 | -8% | 0.3 | 13 | 2 | 1
COC(=O)c1ccc(Cl)c(NS(=O)(=O)c2ccc3c(c2)OCCO3)c1 | 4.6% | 6 | 8 | 3 | 51%[activator] | 0.1 | -11 | 2 | 1
COc1ccccc1/C=C/CN1CCCC(CCC(=O)NCc2ccccc2F)C1 (configuration not stated) | 2.5% | x | 17 | -4 | -14% | -1.7 | -3 | -7 | 0

Some of these compounds in order of heavy-atom count, smallest number first:
SMILES | RXFP1 ag | D2 PAM | TRHR enhancer | D1 antagonist | Anesthetic bind | TRHR ag | RXFP1 antagonist | D1 potentiator | D1 agonist
COCC1CCCN(C(=O)c2cc(COc3cncc(Cl)c3)on2)C1 (configuration not stated) | 0.4% | -4 | -6 | -13 | -12% | 0.9 | -2 | -10 | 8
CCC(Sc1ccc(Cl)cc1)C(=O)Nc1nnc(-c2cccc([N+](=O)[O-])c2)s1 (configuration not stated) | -1.3% | 2 | 6 | 27 | -8% | 0.3 | 13 | 2 | 1
COc1ccc(-c2c(-c3cc(OC)cc(OC)c3)n(C)c3ccc(-c4ccn[nH]4)cc23)cc1 | 4.3% | 11 | 6 | x | x | -0.7 | x | 2 | 1

Not all compounds are listed (hit frequency here may not be typical).
